Screening data (PubChem)
PAFAH1B2 inh: blocks human PAF acetylhydrolase 1b catalytic subunit 2 | P68402 | recombinant PAFAH1B2, FP-rhodamine activity probe, fluorescence polarization | inhibition, % at 3.39 µM | 340,000 compounds, 1.2% hits | AID 492953;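 active means inhibition above the mean of all tested compounds plus 3 SD, cut at about 24% in these data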;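 further: 0% = enzyme with DMSO and 100% = wells lacking PAFAH1B2; many of its hits are not listed in these tables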
Target sequence (P68402 whole entry, looked up): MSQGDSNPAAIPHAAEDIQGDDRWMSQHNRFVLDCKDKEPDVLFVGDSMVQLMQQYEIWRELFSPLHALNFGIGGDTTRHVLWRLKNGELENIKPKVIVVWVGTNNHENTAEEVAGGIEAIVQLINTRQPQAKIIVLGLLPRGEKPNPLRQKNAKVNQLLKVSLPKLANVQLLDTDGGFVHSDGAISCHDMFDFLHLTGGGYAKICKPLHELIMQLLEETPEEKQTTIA
ZTA counter: counter-screen for EBNA-1 inhibitors: inhibitors of Epstein-Barr virus ZTA; inhibition, % at 11 µM; P03206; ZTA-DNA binding, fluorescence polarization; 320,000 compounds, 0.15% hits; in the data active means inhibition above about 33%
PAFAH1B3 FP inh: inhibitors of human PAFAH1B3 | recombinant PAFAH1B3, FP-rhodamine probe, fluorescence polarization | inhibition, % at 3.39 µM | 340,000 compounds, 0.28% hits | AID 492972;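 active means inhibition above the screen-wide average of all tested compounds plus 3 SD, cut at about 25% in these data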;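 further: 0% = enzyme with DMSO only and 100% = wells lacking PAFAH1B3 protein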
PAFAH2 FP inh: PAFAH2 (human) inhibition | inhibition, % at 3.39 µM | Q99487 | recombinant PAFAH2, FP-rhodamine activity probe, fluorescence polarization | 340,000 compounds, 0.99% hits;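 active means inhibition above the mean over all tested compounds plus 3 SD, cut at about 30% in these data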;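 further: inhibitors block probe labeling of enzyme so polarization drops; 0% = enzyme with DMSO and 100% = wells lacking PAFAH2 protein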
PREPL inhibitor: inhibits the human prolyl oligopeptidase-like enzyme; Q4J6C6; recombinant PREPL, fluorescence polarization activity-based probe; inhibition, % at 5.96 µM; 320,000 compounds, 0.68% hits; AID 2751; in the data active means inhibition above about 43%;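 further: 0% = enzyme with DMSO and 100% = wells lacking enzyme; many of its hits are not listed in these tables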
Target sequence (Q4J6C6 whole entry, looked up): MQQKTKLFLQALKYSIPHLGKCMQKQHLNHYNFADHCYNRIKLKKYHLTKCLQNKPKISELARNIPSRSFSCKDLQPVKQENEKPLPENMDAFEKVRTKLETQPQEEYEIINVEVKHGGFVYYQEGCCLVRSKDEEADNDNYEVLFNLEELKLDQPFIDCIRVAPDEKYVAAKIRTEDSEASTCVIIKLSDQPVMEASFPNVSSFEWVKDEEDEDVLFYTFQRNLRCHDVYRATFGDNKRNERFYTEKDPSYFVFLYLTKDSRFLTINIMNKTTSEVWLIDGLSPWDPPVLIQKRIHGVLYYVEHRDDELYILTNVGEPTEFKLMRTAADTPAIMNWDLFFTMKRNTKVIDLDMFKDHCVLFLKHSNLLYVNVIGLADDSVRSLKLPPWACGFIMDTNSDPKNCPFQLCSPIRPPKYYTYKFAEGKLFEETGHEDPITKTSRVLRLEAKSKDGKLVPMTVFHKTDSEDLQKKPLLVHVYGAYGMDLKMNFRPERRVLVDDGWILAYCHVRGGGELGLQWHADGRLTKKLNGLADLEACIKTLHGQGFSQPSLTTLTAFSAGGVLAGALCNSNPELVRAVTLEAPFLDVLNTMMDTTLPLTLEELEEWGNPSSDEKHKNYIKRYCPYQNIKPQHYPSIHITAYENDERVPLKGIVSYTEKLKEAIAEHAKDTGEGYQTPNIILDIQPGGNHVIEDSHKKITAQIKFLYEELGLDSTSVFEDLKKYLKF
LYPLA1 inh: blocks human lysophospholipase 1, a PME1 counter-screen | AID 2174 | inhibition, % at 5.9 µM | recombinant LYPLA1, FP-Rh probe fluorescence polarization | 320,000 compounds, 0.16% hits | O75608;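 active means inhibition above the mean of all tested compounds plus 3 SD, set per campaign, cut at about 14% in these data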;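 further: inhibitors block serine hydrolase probe labeling of LYPLA1 so polarization falls; 0% = enzyme with DMSO and 100% = wells lacking LYPLA1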
EBNA-1 inh: blocks EBNA-1 binding to DNA. EBNA-1 DNA binding, fluorescence polarization. AID 1950. inhibition, % at 14.8 µM. 300,000 compounds, 0.34% hits; in the data active means inhibition above about 28%
pPAFAH inh: pPAFAH (human) enzyme inhibition; recombinant pPAFAH, FP-rhodamine probe fluorescence polarization; inhibition, % at 3.39 µM; Q13093; 330,000 compounds, 1.5% hits; AID 463082;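 active means inhibition above the mean inhibition across the screen plus 3 SD, cut at about 25% in these data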;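 further: inhibitors block binding of the rhodamine activity-based probe so polarization drops; 0% = enzyme with DMSO and 100% = wells lacking pPAFAH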
LYPLA2 counter: counter-screen for PME1 inhibitors: inhibitors of human LYPLA2 | O95372 | recombinant LYPLA2, FP-Rh probe fluorescence polarization | 320,000 compounds, 0.38% hits | inhibition, % at 5.9 µM | AID 2177;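 active means inhibition above the screen-wide mean plus 3 SD, limit set per campaign, cut at about 26% in these data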;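 further: 0% = LYPLA2 with DMSO and 100% = wells lacking LYPLA2 enzyme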
Active calls of the source: *; · = not tested or not shown. Some of the compounds tested (hit frequency here may not be typical).

Structure,PAFAH1B2 inh,ZTA counter,PAFAH1B3 FP inh,PAFAH2 FP inh,PREPL inhibitor,LYPLA1 inh,EBNA-1 inh,pPAFAH inh,LYPLA2 counter
Cc1ccc(/C=C/C(=O)c2c(C)cc(C)[nH]c2=O)cc1,0,7,10,5,5,-3,2,7,-1
COc1cccc(C2c3[nH]c4ccccc4c3CCN2Cc2cnn(C)c2)c1 (configuration not stated),7,19,6,8,-8,1,7,8,-4
O=[N+]([O-])c1nn(-c2ccc3c(c2)OCCO3)n(O)c1=NC1CCCC1,4,16,4,0,-3,-1,5,2,-3
O=C(COC(=O)c1cccs1)Nc1ccc(Cl)cn1,3,·,10,67*,24,·,·,4,·
CCc1cccc(NC(=O)COc2ccccc2)c1,4,2,-2,4,10,-3,-11,0,-1
Cc1ccccc1-c1nnc(-c2ccccc2C)o1,6,8,-2,-2,7,-2,-5,0,3
CN=C1S/C(=C\c2cccn2-c2cccc(Br)c2)C(=O)N1C,·,14,·,·,9,2,1,1,7
O=C(O)c1ccc(S(=O)(=O)N2CCC(c3nc(-c4ccccc4Cl)no3)CC2)cc1,3,-5,-4,-5,6,0,-9,1,13
O=C(COC(=O)c1ccccc1Br)Nc1ccc(F)cc1,5,4,5,76*,7,-1,5,12,1
Cc1ccc(N(CC(=O)NC(C)C)C(=O)CCC(=O)Nc2ccccn2)cc1,-1,-1,3,0,1,2,7,0,1
C=CCn1c(SCC(=O)NCc2ccc3c(c2)OCO3)nc2scc(-c3ccc(F)cc3)c2c1=O,-6,-8,8,-1,-5,-2,16,4,-2
O=S(=O)(Nc1ccncc1)c1ccc(Cl)cc1,3,11,4,-5,5,3,2,-1,6
CC(C)C(=O)N(c1ccc(F)cc1)C1C=CS(=O)(=O)C1 (configuration not stated),-5,14,3,0,4,1,8,3,1
COc1ccc(-c2cc(N)n(S(=O)(=O)c3ccc(C)cc3)n2)c(OC)c1,23,-9,8,12,9,1,-2,3,7
Cc1ccccc1OCC(=O)Nc1ccc2oc(=O)ccc2c1,4,8,0,-1,11,-3,0,-2,2
CCOc1cc(/C=C2\SC(=N)N(c3nccs3)C2=O)ccc1OCCN1CCOCC1,5,-8,15,-6,2,-3,-1,13,6
COc1ccc(NC(=O)Cn2nc([N+](=O)[O-])c(Cl)c2C)cc1OC,4,6,2,-6,12,0,2,3,11
Cc1nc2c(=O)n(-c3ccc(F)cc3F)nc(C)c2s1,-1,1,3,-2,-6,-2,6,4,-2
Nc1nccnc1C(=O)N/N=C/c1ccco1,4,-5,1,1,-3,-1,1,8,-3
O=[N+]([O-])c1ccc(S(=O)(=O)NCC(c2cccnc2)N2CCc3ccccc3C2)cc1 (configuration not stated),9,-6,7,-4,23,-2,-1,-1,2
CCn1c(SCC(=O)Nc2sc(C)c(C)c2C#N)nnc1C1CC1,4,-18,3,6,-9,1,-2,2,3
Cc1ccc(S(=O)(=O)N2CCN(Cc3cccc(F)c3)CC2)cc1,7,-9,3,2,-10,0,3,-1,-2
CCCCOc1ccc2c(C)cc(=O)oc2c1OCCCC,5,-2,10,11,11,3,3,5,3
Cc1cccc(NS(=O)(=O)c2ccc3c(c2)NC(=O)CC(=O)N3)c1,3,3,0,2,13,0,-3,5,3
CCc1ncc(C(=O)c2ccc(OC)cc2)n1C,3,3,11,8,2,-1,9,3,2
COc1ccc(NC(=O)CSc2nnc(C3CC3)n2C)cc1S(=O)(=O)N1CCOCC1,-4,16,3,2,14,3,·,3,4
Cc1cc(=O)oc(C)c1C(=O)NCCc1ccccc1,-3,-7,3,5,-3,-4,-5,-5,-3
O=C(NC1CC1)C1=COCCO1,-2,-5,2,-3,2,0,9,1,-1
COc1ccc(CCNC(=O)c2ccc(-c3ccc([N+](=O)[O-])cc3Cl)o2)cc1,-3,8,3,-19,20,-14,-7,12,-9
COc1ccc(CCC(=O)NC2CCCc3ccccc32)cc1OC (configuration not stated),1,-3,0,12,2,1,-16,-5,-3

A different layout for part of the listing above.
Results follow in this order: PAFAH1B2 inh	ZTA counter	PAFAH1B3 FP inh	PAFAH2 FP inh	PREPL inhibitor	LYPLA1 inh	EBNA-1 inh	pPAFAH inh	LYPLA2 counter
O=[N+]([O-])c1ccc(S(=O)(=O)NCC(c2cccnc2)N2CCc3ccccc3C2)cc1 (configuration not stated)
    9	-6	7	-4	23	-2	-1	-1	2
CCn1c(SCC(=O)Nc2sc(C)c(C)c2C#N)nnc1C1CC1
    4	-18	3	6	-9	1	-2	2	3

Remaining list, next part
Structure,PAFAH1B2 inh,ZTA counter,PAFAH1B3 FP inh,PAFAH2 FP inh,PREPL inhibitor,LYPLA1 inh,EBNA-1 inh,pPAFAH inh,LYPLA2 counter
Cc1onc(-c2ccccc2Cl)c1C(=O)NCc1cccs1,3,-12,4,-1,-6,-3,3,2,6
Cc1cccc(NC(=S)N(Cc2ccco2)C(C)c2cccs2)c1 (configuration not stated),9,10,11,0,-3,2,-8,4,-6
COc1ccc(-c2csc(NC(=O)CC(C)C)n2)cc1,5,-4,10,3,3,0,4,6,-4
COCC(=O)NCc1ccc2c(c1)cc(C)n2C,0,4,-1,7,4,3,3,4,-6
COc1ccccc1OCc1ccc(C(=O)NN)o1,4,3,2,1,-4,0,5,-1,-1
CCCCCNC1=CC(=O)CC(c2ccccc2)C1 (configuration not stated),4,11,-5,-8,5,3,1,4,3
COc1ccccc1C(=O)NCC(=O)OCc1ccc(Br)cc1,8,7,12,-6,-6,-1,7,4,6
C/C(=N\NC(=O)c1nnn(-c2nonc2N)c1-c1cccs1)c1ccc(C)cc1,4,8,6,4,7,-1,13,2,2
COc1ccc(N2CCN(C(c3cccc(OC)c3OC)c3nnnn3C3CCCC3)CC2)cc1 (configuration not stated),-1,2,8,-5,20,0,-15,2,0
Cc1ccc(S(=O)(=O)N(C)CC(=O)OCC(=O)NC(c2ccccc2)c2ccccc2)cc1,5,-11,-2,-6,11,0,-10,11,-1
COc1ccc(C(=O)Nc2ccc3nc(N4CCCCC4)cc(C)c3c2)cc1OC,11,2,5,1,25,-6,14,11,-6
O=C(CSc1nnc(-c2n[nH]c3ccccc23)n1-c1ccccc1)Nc1cccc(Cl)c1,-12,-9,-10,-15,-25,-10,-7,-12,-20
Cc1cccc(C(=O)NC2CC3CCCC(C2)N3S(=O)(=O)c2ccccc2)c1 (configuration not stated),0,10,8,2,2,1,10,3,-9
CCCNc1nc(Cl)nc(NCc2cccnc2)n1,1,2,5,-1,9,-4,-3,-3,-1
CC1CCCC(C)N1/N=C/c1cccc(Br)c1 (configuration not stated),2,17,9,-1,-9,1,13,3,2
O=C(O)CCn1c(SCCOc2ccccc2)nc2ccccc21,6,-1,6,-3,29,3,2,-4,9
CC(=O)NS(=O)(=O)c1ccc(NC(=O)c2cccc(OCc3c(C)noc3C)c2)cc1,-6,-4,12,0,2,3,·,-1,5
C/C(=N\NC(=O)c1ccn(C)n1)c1ccc(NC(=O)c2cccc(F)c2)cc1,-5,4,0,2,0,1,-3,2,8
Cc1nc(-c2ccc(NC(=O)c3ccco3)cc2)cs1,-1,0,6,-5,3,-2,-2,2,2
O=c1c2cnn(-c3ccccc3)c2ncn1Cc1ccccc1F,0,-15,4,5,-7,0,-7,1,1
CCOC(=O)c1nc2ccccc2c(C)c1C,6,10,6,-6,-8,5,-2,0,6
O=C(O)c1ccc(Cl)c(S(=O)(=O)NCc2ccco2)c1,5,-7,1,-4,2,0,0,-2,0
CCCn1c(SCC(=O)N2c3ccccc3Sc3ccccc32)nc2ccccc21,5,-9,1,1,-14,-9,0,-4,-10
Cc1ccc(NC(=O)c2cc(NC(=O)c3ccccc3C(=O)O)ccc2N2CCCCC2)cc1,5,-9,3,2,15,7,2,11,14
COCCCn1nnnc1SCC(=O)N1CCN(C(=O)c2ccco2)CC1,7,4,7,-6,4,2,-2,1,2
COc1ccc(CC(=O)Oc2cc(C)[nH]c(=O)c2[N+](=O)[O-])cc1,-4,5,1,-12,-5,-2,-2,-7,2
COc1ccc(C2CC(c3ccccc3)=NN2C(=O)COC(=O)c2cc(S(=O)(=O)N3CCOCC3)ccc2Cl)cc1 (configuration not stated),-8,4,-15,31*,-22,-3,1,-2,-4
CCn1ncc(/C=N\NC(=O)c2csc3ccccc23)c1C,-1,1,-1,3,10,-1,0,1,-2
Nc1ccc2c(c1)CCC2=O,4,-2,9,-3,9,2,2,6,4
Cc1nc2ccccc2c(=O)n1NC(=O)c1ccc([N+](=O)[O-])cc1Cl,2,0,-2,7,6,0,2,2,6
CCC(C)Nc1ncnc2c1cnn2Cc1ccc(Cl)cc1 (configuration not stated),0,-2,9,-9,3,-5,6,-5,-3
COC(=O)c1ccccc1NC(=O)Cn1cc(Br)cn1,1,-4,1,-4,2,-2,1,-1,1
COc1ccc2c(c1)OC(c1ccccc1)(C(F)(F)F)NC2=O (configuration not stated),5,12,10,8,-9,3,10,2,1
Clc1ncnc2scc(C3COc4ccccc4O3)c12 (configuration not stated),5,5,12,-2,-42,-2,2,2,-4
CCCN(Cc1ccco1)S(=O)(=O)c1ccc(OC)c(OC)c1,-1,-11,5,-1,2,-3,-3,6,1
CC1CCN(C(=S)c2cn(Cc3ccc(F)cc3)c3ccccc23)CC1,-2,-7,4,-4,1,1,-4,-7,-3
COc1ccc2oc(C(=O)N(CC(C)C)C3CCS(=O)(=O)C3)c(C)c2c1 (configuration not stated),-2,15,0,3,-3,0,-1,7,-6
COc1cccc(C(=O)N/N=C2\SCC(=O)N2Cc2ccc3c(c2)OCO3)c1,2,13,5,1,-3,4,11,0,2
O=C(NC1CCN(Cc2ccccc2)CC1)c1ccc(Cl)cc1Cl,3,2,6,5,3,3,-7,4,4
CN(CC(=O)NCc1ccc(F)cc1)S(=O)(=O)c1ccc2c(c1)n(C)c(=O)c(=O)n2C,0,-1,3,3,11,1,-5,6,3
CC1CCCCC1n1c(=S)[nH]c2ccccc2c1=O (configuration not stated),-3,6,0,-3,-3,-2,4,4,1
Cc1cc(C)cc(Nc2c3c(nc4ncnn24)CCC3)c1,-2,-7,1,0,14,0,0,4,-4
CCOc1ccc(S(=O)(=O)NCc2ccc3c(c2)OCO3)cc1C(=O)O,-2,-7,2,0,-3,0,1,0,-2
COn1c(-c2ccc(C)cc2)nc2ncccc21,5,-9,7,6,2,-2,4,6,-1
Cc1nc(SCC(=O)NC(C)c2ccccc2)c2oc3ccccc3c2n1 (configuration not stated),3,5,6,10,2,-3,14,1,3
Cc1ccc(OCC(=O)NC(=S)Nc2cccc(NC(=O)c3ccccc3Cl)c2)cc1,4,-22,5,-2,-4,0,7,0,-1
COc1ccc(C2(O)C(=O)Nc3ccccc32)cc1 (configuration not stated),4,0,3,7,-3,3,10,-2,-3
CC(=O)c1ccc(NC(=O)CN2C(=O)NC3(CCc4ccccc43)C2=O)cc1 (configuration not stated),7,·,3,1,5,·,·,2,·
COc1ccc(S(=O)(=O)n2ccc(C(C)Oc3ccc(-c4ccccc4)c(F)c3)n2)cc1 (configuration not stated),0,-9,9,-9,8,2,7,6,1
COC(=O)c1ccc(/C=C2\Oc3ccccc3NC2=O)cc1,3,2,3,-12,-3,-1,-3,-6,-7
COc1ccc(OCCOC(=O)CNS(=O)(=O)c2ccc(SC)c([N+](=O)[O-])c2)cc1,2,6,-3,2,16,3,-2,7,-6
